Source: PubChem
Avidin bead fluor: compound fluoresces at 488/530 nm on avidin beads | fluorescence (KMESF) at 10 µM | 220,000 compounds, 0.38% hits | AID 1775 | compound fluorescence 488/530 nm, flow cytometry; hits give high values; in the data active means fluorescence above about 47; further: inactives centre near 10
RGS4-Gao reg: human RGS4-Galphao interaction regulation | P09471 | Multiplexed bead flow cytometry, RGS4-Galphao binding; actives lie on both sides | binding response (% of control), % at 10 µM | 220,000 compounds, 0.33% hits; in the data active means binding response below about 49% or above about 150%; inactive means in between;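 further: fluorescent Galphao activated with aluminum fluoride binding bead-coupled RGS4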
Mcl1 Noxa PPI: disrupts binding of human Mcl-1 to Noxa peptide; Q07820; TR-FRET Mcl-1/Noxa peptide binding, 2 h; inhibition, % at 21.7 µM; 220,000 compounds, 1.5% hits; AID 1022;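 active means compounds that cut the protein-peptide binding signal by more than 50% relative to plate controls in a single-dose test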;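 further: His-tagged Mcl-1 with rhodamine Noxa BH3 peptide and terbium anti-His antibody; 0% = Mcl-1 plus Noxa peptide wells and 100% = peptide-only wells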
Mcl1 Bid PPI: disrupts binding of human Mcl-1 to Bid peptide | TR-FRET Mcl-1/Bid-Dy647 peptide binding, 1536-well | inhibition, % at 21.7 µM | 220,000 compounds, 0.97% hits | AID 1021;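 active means compounds that cut the binding signal by more than half at the single screening dose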;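 further: His-tagged Mcl-1 with europium anti-His antibody binding Bid BH3 peptide; 0% = Mcl-1 plus peptide wells and 100% = peptide-only wells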
ABCG2 inh: blocks JC-1 efflux by human ABCG2 transporter; Q9UNQ0; IgMXP3 cells, flow cytometry; inhibition, % at 6.6 µM; 190,000 compounds, 0.1% hits;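 active means inhibition above 80%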;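 further: 0% = DMSO and 100% = nicardipine control wells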
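test system = two drug-resistant human cell lines, ABCG2 and ABCB1 | amount = 3 million cells/mL final, two lines in 1:1 ratio | reagent = JC-1 transporter substrate | doses = one concentration, 6.6 µM final | incubation = 10 min at 25 °C | signal = flow cytometric JC-1 green MFI at 530 nm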
RGS8-Gao: modulates binding of RGS8 to human Galphao; P09471; multiplexed bead flow cytometry; actives lie on both sides; response (percent of control binding), % at 10 µM; 220,000 compounds, 0.34% hits; AID 1423; in the data active means response below about 60% or above about 140%; inactive means in between;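 further: Galphao activated as the GDP aluminium fluoride complex binding bead-coupled RGS8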
Mcl-1 Bim block: disrupts Bim peptide binding to human Mcl-1 | inhibition, % at 10 µM | Q07820 | 190,000 compounds, 0.1% hits | Bead-based flow cytometry, Bim peptide-Mcl-1 binding | AID 1009; in the data active means inhibition above about 40%;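 further: 0% = no compound tracer wells and 100% = peptide blocker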
RGS7-Gao reg: human RGS7-Galphao interaction regulation. Multiplexed bead flow cytometry, RGS7-Galphao binding; actives lie on both sides. binding response (% of control), % at 10 µM. 220,000 compounds, 0.35% hits; in the data active means binding response below about 49% or above about 150%; inconclusive means no clear call, values can overlap the other calls; inactive means in between;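 further: fluorescent Galphao held in activated GDP-AlF4 state binding bead-coupled RGS7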
ABCB1 block: blocks JC-1 efflux by human ABCB1 transporter | CCRF-Adr cells, flow cytometry | inhibition, % at 6.6 µM | 190,000 compounds, 0.067% hits; in the data active means inhibition above about 40%;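 further: 0% = vehicle and 100% = reference inhibitor; higher value means more JC-1 retained so stronger ABCB1 efflux block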
Target sequence (P08183 whole entry, looked up): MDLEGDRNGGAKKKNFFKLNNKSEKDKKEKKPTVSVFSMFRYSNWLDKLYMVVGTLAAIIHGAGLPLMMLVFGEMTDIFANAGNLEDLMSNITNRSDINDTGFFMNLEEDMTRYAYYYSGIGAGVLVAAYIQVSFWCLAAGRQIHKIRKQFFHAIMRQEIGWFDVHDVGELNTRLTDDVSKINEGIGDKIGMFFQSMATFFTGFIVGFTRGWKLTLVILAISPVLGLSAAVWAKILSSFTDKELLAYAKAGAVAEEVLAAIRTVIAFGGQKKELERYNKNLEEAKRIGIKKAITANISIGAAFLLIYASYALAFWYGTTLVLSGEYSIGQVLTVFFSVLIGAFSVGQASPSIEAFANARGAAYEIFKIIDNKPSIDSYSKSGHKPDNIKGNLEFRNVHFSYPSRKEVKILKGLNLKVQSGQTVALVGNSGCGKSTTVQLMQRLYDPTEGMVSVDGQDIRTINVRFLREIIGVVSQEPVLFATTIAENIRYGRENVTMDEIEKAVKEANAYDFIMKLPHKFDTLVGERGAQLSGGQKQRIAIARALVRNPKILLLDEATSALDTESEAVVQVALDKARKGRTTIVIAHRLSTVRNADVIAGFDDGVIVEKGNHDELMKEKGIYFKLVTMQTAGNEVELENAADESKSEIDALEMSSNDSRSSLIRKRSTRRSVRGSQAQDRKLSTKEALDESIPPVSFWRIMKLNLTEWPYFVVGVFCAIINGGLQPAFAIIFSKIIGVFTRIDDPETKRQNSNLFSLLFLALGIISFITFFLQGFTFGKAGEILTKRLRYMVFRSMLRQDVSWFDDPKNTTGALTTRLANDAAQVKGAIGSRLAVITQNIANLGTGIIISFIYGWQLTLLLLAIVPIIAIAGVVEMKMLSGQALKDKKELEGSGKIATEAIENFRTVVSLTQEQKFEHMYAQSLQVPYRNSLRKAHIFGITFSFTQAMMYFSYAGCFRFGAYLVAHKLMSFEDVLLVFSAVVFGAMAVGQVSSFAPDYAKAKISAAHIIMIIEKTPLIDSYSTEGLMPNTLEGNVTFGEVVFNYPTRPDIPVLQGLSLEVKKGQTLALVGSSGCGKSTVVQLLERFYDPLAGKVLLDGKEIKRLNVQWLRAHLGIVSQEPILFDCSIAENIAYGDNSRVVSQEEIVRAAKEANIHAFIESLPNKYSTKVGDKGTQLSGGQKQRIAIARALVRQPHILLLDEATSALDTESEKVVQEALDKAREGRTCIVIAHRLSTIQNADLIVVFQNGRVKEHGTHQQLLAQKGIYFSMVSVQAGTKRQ
GSH bead fluor: GSH bead compound fluorescence profile; GSH beads flow cytometry, compound fluorescence 488/530 nm; hits give high values; AID 1776; fluorescence (KMESF) at 10 µM; 190,000 compounds, 0.25% hits; in the data active means fluorescence above about 89;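 further: glutathione beads carrying GST-tagged Bcl family fusion proteins plus one bare bead set; values are compound well signal with DMSO vehicle wells as background; inactives centre near 16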
Pf gamet viab: inhibitors of late stage P. falciparum gametocyte viability; P. falciparum stage V gametocytes, ATP luminescence, 24 h; inhibition, % at 10.9 µM; 150,000 compounds, 0.065% hits;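 active means inhibition above the mean plus 3 SD of compounds within the control limits, set per campaign, cut at about 38% in these data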;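 further: 0% = DMSO wells and 100% = medium only without gametocytes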
* marks the source's active call; other numbers are inactive results; u = inconclusive; x = no result given; [ ] = dose if it differs, or a comment.

[1] O=C(COC(=O)CNC(=O)c1ccc(Br)cc1)NCCC1=CCCCC1
[2] CCc1ccc(/C=N/NC(=O)C(=O)NCCCN2CCOCC2)cc1
[3] CCn1nc(NS(=O)(=O)c2ccccc2)c2cc3cccc(C)c3nc21
[4] Cc1ccccc1-c1nnc(-c2ccccc2)o1
[5] Cc1cccc(-n2nc(C)cc2N)c1
[6] COc1cccc(O[C@@H]2O[C@@H]3COC(C)(C)O[C@H]3[C@H](O)[C@H]2NC(C)=O)c1
[7] C/C(=N\N1CCN(C)CC1)c1ccc(OC(F)F)cc1
[8] COc1cccc(C(=O)N(Cc2cc3cc(C)ccc3[nH]c2=O)C(C)C)c1
Compound,1,2,3,4,5,6,7,8
Avidin bead fluor,15,4,31,12,33,6,20,9
RGS4-Gao reg,100,102,104,94,99,102,95,102
Mcl1 Noxa PPI,8,6,9,-19,21,-7,13,-11
Mcl1 Bid PPI,42,-13,-17,14,-5,-10,-62,4
ABCG2 inh,7,4,11,5,1,0,5,0
RGS8-Gao,99,99,102,98,97,99,113,103
Mcl-1 Bim block,-1,-3,-2,-3,0,-4,1,-1
RGS7-Gao reg,u,99,102,93,100,100,94,101
ABCB1 block,1.0,0.1,0.4,0.6,0.4,-1.8,1.4,1.1
GSH bead fluor,16,5,24,26,23,19,7,16
Pf gamet viab,-19,16,-24,x,x,x,-15,x

Full records as entered above:
Results for C/C(=N\N1CCN(C)CC1)c1ccc(OC(F)F)cc1 → Avidin bead fluor = 20; RGS4-Gao reg = 95; Mcl1 Noxa PPI = 13; Mcl1 Bid PPI = -62; ABCG2 inh = 5; RGS8-Gao = 113; Mcl-1 Bim block = 1; RGS7-Gao reg = 94; ABCB1 block = 1.4; GSH bead fluor = 7; Pf gamet viab = -15
Results for CCc1ccc(/C=N/NC(=O)C(=O)NCCCN2CCOCC2)cc1 → Avidin bead fluor = 4; RGS4-Gao reg = 102; Mcl1 Noxa PPI = 6; Mcl1 Bid PPI = -13; ABCG2 inh = 4; RGS8-Gao = 99; Mcl-1 Bim block = -3; RGS7-Gao reg = 99; ABCB1 block = 0.1; GSH bead fluor = 5; Pf gamet viab = 16
Results for COc1cccc(O[C@@H]2O[C@@H]3COC(C)(C)O[C@H]3[C@H](O)[C@H]2NC(C)=O)c1 → Avidin bead fluor = 6; RGS4-Gao reg = 102; Mcl1 Noxa PPI = -7; Mcl1 Bid PPI = -10; ABCG2 inh = 0; RGS8-Gao = 99; Mcl-1 Bim block = -4; RGS7-Gao reg = 100; ABCB1 block = -1.8; GSH bead fluor = 19; Pf gamet viab = x

Later entries:
[9] COc1ccc(C2CC(=O)c3c(C)nc(N4CCN(c5ccccc5)CC4)nc3C2)cc1 (stereo unspecified)
[10] O=S(=O)(Cc1ccccc1)N1CCCCCC1
[11] COc1cc(=O)n(C)c2cc(N(C)C)ccc12
[12] Cn1nnnc1SCc1nc2scc(-c3ccccc3)c2c(=O)[nH]1
[13] CC(Sc1nc2c(c(=O)n(C)c(=O)n2C)n1Cc1cc2c(cc1Cl)OCO2)C(=O)O (stereo unspecified)
[14] CCOC(=O)C(C(=O)Nc1cccc(C)n1)C1CCCCC1 (stereo unspecified)
[15] Cc1ccc(S(=O)(=O)c2nc(C)oc2N2CCOCC2)cc1
[16] COc1cccc(C(=O)Oc2c(CN3CCOCC3)cc(Cl)c3cccnc23)c1
Compound,9,10,11,12,13,14,15,16
Avidin bead fluor,5,40,33,9,25,6,10,21
RGS4-Gao reg,89,99,100,103,105,99,97,98
Mcl1 Noxa PPI,-38,-11,0,6,28,-12,16,-19
Mcl1 Bid PPI,-29,-8,-36,-10,3,-26,-10,-41
ABCG2 inh,8,2,6,x,-1,0,4,-1
RGS8-Gao,93,99,104,101,116,99,96,105
Mcl-1 Bim block,-4,-5,-3,x,1,0,-1,-2
RGS7-Gao reg,91,100,102,u,108,99,102,99
ABCB1 block,0.8,0.6,1.1,x,-0.3,0.0,-0.3,0.1
GSH bead fluor,48,14,14,x,16,15,12,17
Pf gamet viab,-6,x,x,13,17,x,10,-17

[17] COn1c(-c2ccccc2)nc2c1CCc1nonc1-2
[18] CC(/C=N/NC(=O)Cn1nnc(N)n1)=C\c1ccc(C(C)C)cc1
[19] Cc1ccc2cccc(S(=O)(=O)N3CCCc4ccccc43)c2n1
[20] Cc1ccc(C)c(NC(=O)CSc2ccc(-c3ccco3)nn2)c1
[21] COc1ccccc1NC(=S)NNC(=O)c1cc(C)n(C)n1
[22] O=C(Cn1ccc2ccccc2c1=O)Nc1ccc2c(c1)OCO2
[23] CCOc1ccc(-c2nnc3ccc(SCC(=O)Nc4nc5ccc(C)cc5s4)nn23)cc1
[24] CC(C)N1CCN(Cc2cccn2-c2nccs2)CC1CCO (stereo unspecified)
Compound,17,18,19,20,21,22,23,24
Avidin bead fluor,20,7,10,9,16,16,16,56*
RGS4-Gao reg,92,99,102,95,95,100,100,115
Mcl1 Noxa PPI,30,11,12,12,-17,9,1,14
Mcl1 Bid PPI,-5,-23,-19,1,-172,-10,-49,-49
ABCG2 inh,7,x,6,5,1,0,11,6
RGS8-Gao,95,99,101,96,99,100,102,102
Mcl-1 Bim block,-2,x,-3,-6,-2,-4,-2,0
RGS7-Gao reg,90,u,u,90,98,99,101,192*[activator]
ABCB1 block,1.0,x,0.7,0.3,-0.1,0.5,1.5,0.3
GSH bead fluor,9,x,17,18,43,26,15,11
Pf gamet viab,x,9,0,-2,x,-29,-13,-4

[25] CCOC(=O)C1=C(C)NC(C)=C(C(=O)OCC)C1C(=O)OC1CCOC1=O (stereo unspecified)
[26] Cc1[nH]c(-c2ccccn2)nc(=S)c1Cl
[27] CCN(Cc1ccncc1)S(=O)(=O)c1ccc(C(C)=O)cc1
[28] COc1ccc2ccccc2c1CNC(=O)CC1C(=O)NCCN1CC(C)C (stereo unspecified)
[29] CSc1ccccc1C(=O)Nc1nc2ccccc2c(=O)[nH]1
[30] COc1ccc(CC(=O)N2CC(=O)N(CCc3ccccc3)C(=O)C2)cc1
[31] COC(=O)Cc1ccc(NC(=S)NCc2ccc(OC)cc2)cc1
[32] Cn1cc(C(=O)N/N=C/c2ccc(Br)c([N+](=O)[O-])c2)c2ccccc21
Compound,25,26,27,28,29,30,31,32
Avidin bead fluor,16,7,14,6,7,12,8,7
RGS4-Gao reg,103,105,104,112,99,103,100,100
Mcl1 Noxa PPI,7,-115,11,6,15,1,-3,5
Mcl1 Bid PPI,-42,-61,-8,0,-22,-19,-36,-19
ABCG2 inh,2,x,-2,0,14,6,4,x
RGS8-Gao,101,103,99,107,97,103,98,97
Mcl-1 Bim block,-4,x,-4,-1,-1,-2,-2,x
RGS7-Gao reg,103,u,103,111,105,106,97,u
ABCB1 block,0.3,x,-2.5,-0.5,0.2,1.0,-0.5,x
GSH bead fluor,29,x,25,20,13,25,15,x
Pf gamet viab,x,-7,x,11,x,15,-4,24

[33] CCCCN(C(=O)CSc1nnc(-c2ccccc2OC)n1C)c1c(N)n(Cc2ccccc2)c(=O)[nH]c1=O
[34] CC1=C(C(=O)Nc2ccccc2)C(c2ccc(C)o2)n2ncnc2N1 (stereo unspecified)
[35] Nc1c(C(=O)O)sc2nc(-c3ccc(F)cc3)cc(-c3ccccc3)c12
[36] COc1cccc(Nc2nnc(SCC(=O)N(CC(C)C)CC(C)C)s2)c1
[37] CCOc1ccc(C(=O)Nc2nc3ccccc3[nH]2)cc1OCC
[38] CCC(=O)N1CCN(c2ccc(Cl)cc2NC(=O)c2ccc3c(c2)OCCO3)CC1
[39] CC1(C)Cc2ccccc2C(C(Cc2ccccc2)C(N)=O)=N1 (stereo unspecified)
[40] COc1ccc(C(=O)Oc2cc(C)[nH]c(=O)c2[N+](=O)[O-])cc1
[41] Cn1ncc(Cl)c1C(=O)NC1C2CC3CC(C2)CC1C3 (stereo unspecified)
[42] COc1cc(NC(=S)N2CCC(C(N)=O)CC2)cc(OC)c1
Compound,33,34,35,36,37,38,39,40,41,42
Avidin bead fluor,16,3,8,40,28,-4,8,6,20,12
RGS4-Gao reg,97,91,102,98,108,0.4*,99,103,97,100
Mcl1 Noxa PPI,29,0,31,14,17,2,14,15,9,-11
Mcl1 Bid PPI,-22,-52,-62,-13,0,-21,-6,15,7,-51
ABCG2 inh,19,-1,x,5,6,23,8,4,5,1
RGS8-Gao,100,86,102,100,113,6.1*,103,102,101,98
Mcl-1 Bim block,-1,-2,x,-1,0,-4,0,-2,0,-9
RGS7-Gao reg,100,92,u,97,108,2.0*,102,103,98,109
ABCB1 block,0.2,-0.3,x,1.4,0.8,9.9,1.0,1.0,1.2,-0.4
GSH bead fluor,9,5,x,16,11,42,9,17,11,14
Pf gamet viab,-4,x,0,21,6,-11,-5,x,-3,x
